# Source: PubChem BioAssay
# FLuc modulator = inhibits or activates purified firefly luciferase, miR-21 counter-screen; purified FLuc, Km substrates, luminescence inhibition; Potency, µM (doses to about 57.5 µM), inactives show top-dose activity change, negative = inhibition, actives largely listed as inhibitors; hit rate 6.9% among 360,000;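 also: potency is read from the fitted curve at half-maximal effect; plate controls were vehicle for no effect and reference inhibitor for full effect; nearly all actives have a fitted effect of over 55% in size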
#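 Purified P. pyralis luciferase (10nM final) with 10uM D-luciferin and 10uM ATP (Km levels) in 50mM Tris acetate pH 7.5, 10mM Mg acetate, 0.01% Tween-20, 0.05% BSA; qHTS 6-point titration, ~60 µM downward; luminescence read.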
# Giardia killer = Giardia lamblia killing; Giardia lamblia trophozoite viability; activity change, % at 7.66 µM, hits read low; hit rate 0.15% among 340,000; AID 540267; in the data active = activity change below about -80%; inconclusive = between about -30% and that limit;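 also: parasites exposed to compound for two days anaerobically before the ATP read; % is scaled to controls: 0 for no effect and ±100 for the full control effect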
#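 Killing of trophozoites was scored by loss of ATP luminescence after a 48 hrs anaerobic exposure to compounds at 37 deg C, using 100 cells per well.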
# VP16 counter = counter-screen for ROR gamma inhibitors: Gal4-VP16 reporter; hit rate 3.5% among 310,000; AID 2546; Potency, µM (top dose mostly 53.6 µM), without a hit: at the top dose activity, negative = inhibition, most hits filed as inhibitors; Drosophila S2 Gal4-VP16 UAS-luciferase, luminescence, 20 h;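 also: Gal4-VP16 expression switched on by copper sulfate through the metallothionein promoter; potency is read from the fitted curve at half-maximal effect; % is scaled to controls: 0 for no effect and ±100 for the full control effect; nearly all actives have a fitted effect of over 50% in size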
# RORgamma inh = ROR gamma (mouse) transcription inhibition; Drosophila S2 Gal4-RORgamma UAS-luciferase reporter, 20 h; Potency, µM (top dose mostly 53.6 µM), without a hit: top-dose activity change, negative = inhibition, most hits filed as inhibitors; hit rate 5.4% among 310,000; AID 2551; also: potency is read from the fitted curve at half-maximal effect; % is scaled to controls: 0 for no effect and ±100 for the full control effect; nearly all actives have a fitted effect of over 60% in size
# Target sequence (P51450 whole entry, looked up, the tested form may be a part): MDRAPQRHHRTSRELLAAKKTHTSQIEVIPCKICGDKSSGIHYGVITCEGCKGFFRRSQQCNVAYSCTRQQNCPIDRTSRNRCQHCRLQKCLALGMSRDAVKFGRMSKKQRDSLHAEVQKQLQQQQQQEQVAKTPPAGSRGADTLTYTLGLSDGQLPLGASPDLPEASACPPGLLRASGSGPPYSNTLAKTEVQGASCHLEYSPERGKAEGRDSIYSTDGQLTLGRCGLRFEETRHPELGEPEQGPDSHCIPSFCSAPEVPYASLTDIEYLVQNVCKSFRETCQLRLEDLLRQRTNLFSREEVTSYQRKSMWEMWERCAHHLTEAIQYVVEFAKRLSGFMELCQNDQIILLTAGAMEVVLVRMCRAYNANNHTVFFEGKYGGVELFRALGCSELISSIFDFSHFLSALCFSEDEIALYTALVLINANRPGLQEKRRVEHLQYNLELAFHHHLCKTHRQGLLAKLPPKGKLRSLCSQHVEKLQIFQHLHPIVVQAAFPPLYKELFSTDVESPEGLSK
#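 Drosophila S2 cells stably expressing Gal4-DBD/mouse RORγ fusion under metallothionein promoter plus UAS-luciferase; compound 1 h, then 700 uM CuSO4 induction for 20 h at ambient temperature; inhibition read as reduced luminescence.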
# FBPA coupling cs = coupling enzyme interference in Giardia aldolase counter-screen | hit rate 0.67% among 290,000 | coupling enzyme system counterscreen, AmpLite Red fluorescence | activity change, negative = inhibition, % at 58.2 µM, hits read low; in the data active = activity change below about -30%; also: % is scaled to controls: 0 for no effect and ±100 for the full control effect
#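 Compounds tested against the coupling enzymes alone at 57.5 uM final; readout was AmpLite Red fluorescence (525/598 nm) after 20 min at RT.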
# KCNH2 3.1 inh = inhibitors of human KCNH2 3.1 potassium channel isoform. AID 720553. U2OS KCNH2 3.1, thallium flux FluxOr; stronger effect = lower value. activity change, % (tested at about 1.8 µM). hit rate 0.95% among 340,000;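 active = maximum activity change below -70%; inconclusive = maximum activity change from -70% to -50%; inactive = maximum activity change above -50%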;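 also: thallium influx rate constant from kinetic fluorescence after stimulation buffer; % is scaled to controls: 0 for no effect and ±100 for the full control effect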
#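 Steps: virus added to U2OS suspension (4 h, RT, dark); medium with 10% FBS added, cells plated, 37 C overnight; FluxOr/Red40 loading buffer 45 min RT; stimulation buffer, 2 min kinetic read; rate constant normalized.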
# NPC1 promoter act = NPC1 promoter activation | Huh7 NPC1 promoter luciferase reporter, 24 h | Potency, µM (doses to about 9.22 µM), without a hit: top-dose activation, most hits filed as activators | hit rate 2.4% among 320,000;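 also: potency is read from the fitted curve at half-maximal effect; % of control where 0% means no effect; nearly all actives have a fitted effect of over 60% in size; reporter is driven by a mutant NPC1 promoter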
#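 In 1536-well qHTS, Huh7 cells harboring an NPC1 promoter–luciferase construct received compound for 24 h; activation was quantified by luminescence following luciferase reagent addition.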
# uPA surface inh = inhibitors of cell surface uPA generation. Potency, µM (series often up to 38.3 µM), without a hit: at the highest dose activity change, negative = inhibition, most hits filed as inhibitors. cell surface uPA generation assay, qHTS. AID 540303. hit rate 0.31% among 330,000; active = well fitted inhibition curve with a large enough effect; inconclusive = small, poorly fitted or top-dose-only effect; inactive = no such curve, though single readings can be large or run the other way; tested in mouse RAW 264.7 cells; also: potency is read from the fitted curve at half-maximal effect; % is scaled to controls: 0 for no effect and ±100 for the full control effect; nearly all actives have a fitted effect of over 55% in size
# Rab9 promoter act = activators of Rab9 promoter; Huh7 Rab9 promoter-luciferase reporter, luminescence, 24 h; Potency, µM (top dose mostly 9.22 µM), without a hit: top-dose activation, negative = inhibition, usual class: activators; hit rate 2.8% among 320,000; AID 485297; also: potency is read from the fitted curve at half-maximal effect; % of control where 0% means no effect; nearly all actives have a fitted effect of over 60% in size
#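 Luminescence read-out: Huh7 cells stably expressing Rab9-luciferase, treated 24 h with compound at 37 °C, then lysed with luciferase reagent for 10 min at ambient before reading.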
# Tb PFK inh = blocks T. brucei phosphofructokinase; O15648; T. brucei PFK, ADP-Glo luminescence; AID 485367; hit rate 0.17% among 330,000; Potency, µM (highest dose often 57.5 µM), for inactives: top-dose activity, negative = inhibition, hits mostly inhibitors;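 also: potency is read from the fitted curve at half-maximal effect; 0% = uninhibited 1x PFK enzyme wells and -100% = no-enzyme wells; nearly all actives have a fitted effect of over 60% in size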
#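 Luminescent ADP detection (ADP-Glo, two-step: ATP depletion then ADP-to-ATP conversion for luciferase) reported PFK activity after 45 min room-temperature reaction of 1.25 nM enzyme with 0.5 mM F6P and 0.1 mM ATP at pH 8.0.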
# ELG1 genotoxic = inducers of genotoxicity in HEK293T ELG1-luciferase cells | Potency, µM (highest dose often 46 µM), without a hit: top-dose activity change, positive = activation, usual class: activators | AID 504466 | hit rate 1.3% among 330,000 | HEK293T ELG1-luciferase reporter, luminescence, 16 h; also: potency is read from the fitted curve at half-maximal effect; % of control where 0% means no effect; nearly all actives have a fitted effect of over 60% in size
#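 HEK293T cells expressing luciferase-tagged ELG1 were exposed to compound or DMSO vehicle for 16 hr at 37 °C and 5% CO2. Luciferase activity was then measured with ONE-Glo after 30 min at room temperature.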
# Active calls of the source: *; ? = inconclusive; . = no result given; & = joins results of further samples; [ ] = remark or other dose. Unless noted, calls follow the shape of the dose curve; as a rule, active = well fitted curve in the direction sought with a large enough effect; inconclusive = small, poorly fitted or top-dose-only effect, or another doubt; inactive = no such curve, though single readings can be large; an effect the other way counts as inactive or inconclusive.
(1) CN(C)C(=O)Oc1ccc(Cl)c2ccccc12
(2) CCNc1ccc(P(=S)(N(C)C)N(C)C)cc1
(3) CN1CCN(CCC(=O)OC2CC3CCC(C2)N3C)CC1 (configuration not stated)
(4) CC(CCc1ccccc1)NC(C)C(O)c1ccc(O)cc1 (configuration not stated)
(5) C=CCn1c(O)c(C(C)=Nc2ccc(C(=O)OCC)cc2)c(=O)[nH]c1=O
(6) CC(C)(C)c1ccc(NC(=O)NCc2ccco2)cc1

entry no.	1	2	3	4	5	6
RORgamma inh	?	-14%	-16%	0%	0%	?
Rab9 promoter act	?	3%	-2%	-13%[46.1 µM]	6%	?
Tb PFK inh	11%	-7%	-7%	-6%	7%	0%
FLuc modulator	8%[2.3 µM]	-1%	2%	10%	-2%	24µM*
KCNH2 3.1 inh	11	14	-2	?	-1	13
VP16 counter	?	-2%	-3%	-1%&-5%&4%	-11%	-4%
ELG1 genotoxic	2%	1%	5%	1%	17%	?
uPA surface inh	2%	.	-6%	-8%	-2%	?
Giardia killer	6	0	-11	0	12	-24
NPC1 promoter act	4.5µM*	0%	-3%	-10%[46.1 µM]	0%	27%
FBPA coupling cs	1	5	4	0&2	2	0

# The list goes on; the last 2 above are carried over.
(5) C=CCn1c(O)c(C(C)=Nc2ccc(C(=O)OCC)cc2)c(=O)[nH]c1=O
(6) CC(C)(C)c1ccc(NC(=O)NCc2ccco2)cc1
(7) OC(CN1CC=C(c2ccccc2)CC1)c1ccccc1 (configuration not stated)
(8) CCOC(=O)c1ccc(N2C(=O)CC(N3CCC(C#N)(c4ccccc4)CC3)C2=O)cc1 (configuration not stated)
(9) O=C(c1cccn2c(=O)c3ccccc3nc12)N1CCC2(CC1)OCCO2
(10) CCN(CC)P(=O)(Nc1ccc([N+](=O)[O-])cc1)c1c(C)nn(CCC#N)c1NC(=O)c1ccc(Cl)cc1Cl (configuration not stated)
(11) C[N+]12CCC(CC1)C(C#N)(N1CCOCC1)C2 (configuration not stated)
(12) CC12CN3CC(C)(CN(C1)P3(=O)Oc1ccccc1)C2=O (configuration not stated)

entry no.	5	6	7	8	9	10	11	12
RORgamma inh	0%	?	1%	22%	-20%	?	-31%	2%
Rab9 promoter act	6%	?	1%	-4%	6%	0%	6%	19%
Tb PFK inh	7%	0%	-2%	-1%	-8%	2%	0%	-4%
FLuc modulator	-2%	24µM*	-1%	3%	1%	-14%	8%	0%
KCNH2 3.1 inh	-1	13	-11	2	10	-12	1	-6
VP16 counter	-11%	-4%	-17%	3%	-7%	-7%	0%	-10%
ELG1 genotoxic	17%	?	6%	-4%	6%	-16%	-4%	-8%
uPA surface inh	-2%	?	-4%	0%	.	.	3%	-2%
Giardia killer	12	-24	-22	-8	7	3	-12	21
NPC1 promoter act	0%	27%	-2%	-1%	0%	-3%	1%	14%
FBPA coupling cs	2	0	2	-2	1	4	3	1

# Part of the list above in order of molar mass, highest first:
(10) CCN(CC)P(=O)(Nc1ccc([N+](=O)[O-])cc1)c1c(C)nn(CCC#N)c1NC(=O)c1ccc(Cl)cc1Cl (configuration not stated)
(8) CCOC(=O)c1ccc(N2C(=O)CC(N3CCC(C#N)(c4ccccc4)CC3)C2=O)cc1 (configuration not stated)
(9) O=C(c1cccn2c(=O)c3ccccc3nc12)N1CCC2(CC1)OCCO2
(5) C=CCn1c(O)c(C(C)=Nc2ccc(C(=O)OCC)cc2)c(=O)[nH]c1=O
(12) CC12CN3CC(C)(CN(C1)P3(=O)Oc1ccccc1)C2=O (configuration not stated)
(11) C[N+]12CCC(CC1)C(C#N)(N1CCOCC1)C2 (configuration not stated)

entry no.	10	8	9	5	12	11
RORgamma inh	?	22%	-20%	0%	2%	-31%
Rab9 promoter act	0%	-4%	6%	6%	19%	6%
Tb PFK inh	2%	-1%	-8%	7%	-4%	0%
FLuc modulator	-14%	3%	1%	-2%	0%	8%
KCNH2 3.1 inh	-12	2	10	-1	-6	1
VP16 counter	-7%	3%	-7%	-11%	-10%	0%
ELG1 genotoxic	-16%	-4%	6%	17%	-8%	-4%
uPA surface inh	.	0%	.	-2%	-2%	3%
Giardia killer	3	-8	7	12	21	-12
NPC1 promoter act	-3%	-1%	0%	0%	14%	1%
FBPA coupling cs	4	-2	1	2	1	3

# A portion of the library; rates above refer to the full screens.
